Source: PubChem BioAssay
CHRM1 PAM: human M1 muscarinic receptor positive allosteric modulators, primary screen, CHO-K1 cells, Fluo-8 calcium fluorescence, 1536-well; Muscarinic acetylcholine receptor M1 (Homo sapiens), P11229; activation, % at 3 µM; CHO-K1 hM1, ACh EC20; 0% = ACh EC20, 100% = maximal ACh; 360,000 tested, 0.088% active; in the data active means activation above about 19%, passing the limit was not always enough
Target sequence (P11229 whole entry, looked up): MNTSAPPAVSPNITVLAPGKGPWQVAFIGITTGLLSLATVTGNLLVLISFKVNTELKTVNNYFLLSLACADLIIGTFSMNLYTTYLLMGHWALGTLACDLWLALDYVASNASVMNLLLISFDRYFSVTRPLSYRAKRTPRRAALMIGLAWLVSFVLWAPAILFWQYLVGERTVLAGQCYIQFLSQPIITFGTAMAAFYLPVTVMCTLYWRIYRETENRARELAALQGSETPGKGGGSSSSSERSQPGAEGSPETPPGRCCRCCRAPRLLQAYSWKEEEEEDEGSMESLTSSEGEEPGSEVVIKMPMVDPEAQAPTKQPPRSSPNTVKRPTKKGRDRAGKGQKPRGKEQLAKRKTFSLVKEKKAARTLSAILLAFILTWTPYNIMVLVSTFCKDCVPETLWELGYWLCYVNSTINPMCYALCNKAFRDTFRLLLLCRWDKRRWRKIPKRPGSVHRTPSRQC
CHRM5 agonist: human M5 muscarinic receptor agonists, primary screen, CHO-K1 cells, Fluo-8 calcium fluorescence; activation, % at 3 µM; 360,000 tested, 0.19% active; CHO-K1 hM5 cells; 0% DMSO wells, 100% maximal acetylcholine response; AID 624037, 2012;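 active means activation above the run's mean over test compounds plus 3 SD, cut at about 23% in these data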;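 further: signal is peak over basal fluorescence ratio across the kinetic read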
Target sequence (P08912 whole entry, looked up): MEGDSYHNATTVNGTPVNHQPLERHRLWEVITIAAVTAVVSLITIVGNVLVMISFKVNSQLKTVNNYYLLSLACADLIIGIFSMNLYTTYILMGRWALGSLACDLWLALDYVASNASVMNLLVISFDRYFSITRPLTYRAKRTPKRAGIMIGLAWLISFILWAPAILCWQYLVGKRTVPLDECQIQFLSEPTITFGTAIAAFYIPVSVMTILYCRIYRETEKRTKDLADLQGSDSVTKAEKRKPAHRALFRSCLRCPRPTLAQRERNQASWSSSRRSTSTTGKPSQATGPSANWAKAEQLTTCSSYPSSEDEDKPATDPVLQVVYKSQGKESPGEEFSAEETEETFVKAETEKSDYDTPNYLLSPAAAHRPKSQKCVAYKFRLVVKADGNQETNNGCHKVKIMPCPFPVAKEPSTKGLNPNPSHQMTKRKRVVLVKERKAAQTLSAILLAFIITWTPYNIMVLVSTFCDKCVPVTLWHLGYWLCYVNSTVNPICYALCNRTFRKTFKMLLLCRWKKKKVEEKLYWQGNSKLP
CHRM1 antagonist: human M1 muscarinic receptor antagonists, primary screen, CHO-K1 cells, Fluo-8 calcium fluorescence, 1536-well | inhibition, % at 3 µM | AID 588852, 2011 | 360,000 tested, 1.3% active | CHO-K1 hM1, ACh EC80 antagonist | Muscarinic acetylcholine receptor M1 (Homo sapiens), P11229;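 active means percent inhibition above its own plate's cutoff, namely the mean of that plate's compound wells plus 3 SD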;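 further: peak over basal fluorescence ratio during 140 s after agonist addition; 0% = ACh EC80 plus DMSO and 100% = DMSO alone without agonist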
M4 ag: human M4 muscarinic receptor agonists, primary screen, CHO-K1 cells, Fluo-8 calcium fluorescence; 360,000 tested, 0.14% active; AID 624127, 2012; CHO-K1 hM4/Gqi5; vehicle 0%, full acetylcholine response 100%; activation, % at 3 µM;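 active means activation above the run mean over all test wells plus 3 SD, cut at about 32% in these data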;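 further: peak over basal fluorescence ratio per well then scaled between controls; 0% = DMSO wells and 100% = acetylcholine at EC100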
CHRM4 PAM: human M4 muscarinic receptor positive allosteric modulators, primary screen, CHO-K1 cells, Fluo-8 calcium fluorescence; Muscarinic acetylcholine receptor M4 (Homo sapiens), P08173; AID 624126, 2012; CHO-K1 hM4/Gqi5, ACh EC20; 0% = ACh EC20, 100% = maximal ACh; 360,000 tested, 0.4% active; activation, % at 3 µM;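 active means activation above its plate's cutoff, the mean activation of sample wells plus 3 SD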; further: some results filed as inactive read as strong as hits
CRFR2-BP ag: agonists of CRF-BP/CRF-R2 complex, primary screen, cell-based, HEK293, calcium dye fluorescence, uHTS | CRF-binding protein / CRF receptor 2 complex (human) | calcium dye fluorescence (FLIPR); percent of saturating CRF peptide response | activation, % at 13.2 µM | 350,000 tested, 0.46% active | AID 588473, 2011;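 active means activation of at least 50%, plus an integration ratio under a set limit after plate pattern correction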;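 further: plate controls were neutral control wells without compound for no effect and CRF at EC100 for full effect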
CHRM5 antagonist: human M5 muscarinic receptor antagonists, primary screen, CHO cells, Fluo-8 calcium fluorescence; CHO-hM5 cells, ACh EC80; AID 624040, 2012; inhibition, % at 3 µM; 360,000 tested, 0.59% active; Muscarinic acetylcholine receptor M5 (Homo sapiens), P08912;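 active means inhibition above a per-plate cutoff, the mean of that plate's test compounds plus 3 SD, cut at about 27% in these data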;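 further: 0% = acetylcholine EC80 with DMSO and 100% = DMSO without agonist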
M4 antag: human M4 muscarinic receptor antagonists, primary screen, CHO cells, Fluo-8 calcium fluorescence; Muscarinic acetylcholine receptor M4 (Homo sapiens), P08173; CHO-hM4 cells, ACh EC80; 360,000 tested, 0.73% active; inhibition, % at 3 µM;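 active means inhibition above its plate's cutoff, the mean inhibition of sample wells plus 3 SD, cut at about 27% in these data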;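 further: 0% = acetylcholine EC80 with DMSO and 100% = DMSO without agonist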
M5 PAM: human M5 muscarinic receptor positive allosteric modulators, primary screen, CHO-K1 cells, Fluo-8 calcium fluorescence; activation, % at 3 µM; CHO-K1 hM5, ACh EC20 PAM; 0% = ACh EC20, 100% = ACh EC100; Muscarinic acetylcholine receptor M5 (Homo sapiens), P08912; 360,000 tested, 0.3% active; AID 624038, 2012;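 active means activation above the run cutoff, the mean activation of all test compounds plus 3 SD, cut at about 18% in these data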
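Test system: CHO-K1 hM5 cells / Doses: single-point, 3 µM nominal / Times: Post-acetylcholine fluorescence recording 140 s / Technique: Fluo-8 calcium fluorescence / Measure: Max/basal fluorescence ratio as % of EC20–EC100 ACh window / Benchmarks: low control EC20 acetylcholine (0%), high control EC100 acetylcholine (100%) / Replicates: one well per compound, no replicates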
* marks the source's active call; other numbers are inactive results; . = not tested or not shown.

SMILES	CHRM1 PAM	CHRM5 agonist	CHRM1 antagonist	M4 ag	CHRM4 PAM	CRFR2-BP ag	CHRM5 antagonist	M4 antag	M5 PAM
CC(C)Sc1n[nH]c(=O)n1-c1cccc(C(F)(F)F)c1	-2.0	1.5	13.5	12.3	-25.8	-1.0	18.5	8.6	-17.7
O=C(NCC(=O)N(c1cccnc1)C(C(=O)NC1CCCC1)c1ccco1)c1cccs1 (centres undefined)	1.4	-3.0	-4.0	0.2	-8.2	-1.1	-1.0	5.1	-0.3
Cc1cc(N2C(=O)[C@@H]3[C@H](C2=O)[C@@H]2C[C@H]3C(Br)C2Br)no1 (some centres undefined)	10.2	5.6	-4.5	0.6	-2.8	3.4	7.8	6.5	-0.3
Cc1ccc2c(c1)cc(CN(Cc1cccnc1)C(=O)NCc1ccccc1)c1nnnn12	3.1	-7.1	5.2	0.1	-1.3	-3.1	-6.6	-0.7	6.5
CC(CN1CCOCC1)OC(=O)c1cccc(Cl)c1 (centres undefined)	7.1	3.4	-7.1	0.4	-1.8	-0.9	-11.8	-6.4	6.8
CCOC(=O)CN(C(=O)c1snc(C(N)=O)c1N)C(C(=O)NC1CCCCC1)c1ccc(F)cc1 (centres undefined)	11.5	1.6	-9.4	3.0	1.6	-2.1	-1.1	-8.8	-2.5
O=C(OCC(=O)N1CCCC1)c1ccccc1O	1.5	-1.8	-7.4	1.6	-10.3	-0.5	13.3	-3.3	-0.9
O=C(/C=C/c1cccs1)N1CCCC1	5.7	-0.3	-14.8	0.6	2.5	-0.5	-2.5	-2.4	1.7
CCOC(=O)c1sc(N(C)C)nc1-c1ccccc1	1.4	-2.4	-16.3	-0.3	2.6	-1.3	-1.5	4.5	5.1
Cc1occc1-c1nnc(SCC(N)=O)o1	2.7	2.6	-8.5	0.4	-6.1	-1.1	7.9	-3.2	1.2
CN(C)c1ccc(NC(=O)CN2CCC(O)(c3ccccc3)CC2)cc1	4.0	0.4	0.2	1.6	-6.6	1.6	7.7	2.7	0.5
CC(C)CC(c1nnnn1CC1CCCO1)N1CCN(c2nc3ccccc3s2)CC1 (centres undefined)	0.4	-3.7	-9.4	0.8	6.7	-1.1	-2.9	-3.0	1.1
[O-][n+]1ccccc1SC/C=C/c1ccccc1	0.1	-1.6	-1.3	1.2	-4.2	-2.5	-5.5	-5.2	-3.1
CCN1CC(CN(C)Cc2cn(-c3ccc(C)cc3)nc2-c2ccc(F)cc2)CC1=O (centres undefined)	7.5	7.5	1.0	0.7	4.2	-1.1	9.2	-2.2	-1.3
O=C(Nc1cccc([N+](=O)[O-])c1)C1C2CC/C=C\CCC21 (centres undefined)	3.6	1.2	1.1	6.3	-11.1	1.9	4.9	-4.3	-6.2
COc1ccc(S(=O)(=O)N(CC(=O)NCc2ccco2)c2ccc(C)cc2)cc1OC	12.9	-3.0	-7.4	1.7	-0.7	0.4	5.9	-14.1	4.0
C=CCn1c(=NC(=O)c2cccs2)sc2cccc(OC)c21	-3.9	-7.8	4.0	-1.4	-10.9	6.5	-12.9	-6.1	-5.2
CCC(=O)Nc1nc(-c2ccc3c(c2)CC(C)N3S(C)(=O)=O)cs1 (centres undefined)	-1.1	2.0	-2.1	10.9	-6.8	-1.4	-4.9	1.4	-9.7
COc1ccc(C(=O)NN2C(=O)C3C4C=CC(O4)C3C2=O)cc1 (centres undefined)	9.0	-0.1	-6.3	0.0	2.2	0.9	0.4	-4.0	-2.6
O=C(N/N=C1/CCSC1)c1cc(Br)ccc1O	0.2	-0.6	-5.8	8.3	-4.0	-0.8	45.5*	-5.3	-17.8
CC(C)NS(=O)(=O)c1ccc(NCCCn2ccnc2)c([N+](=O)[O-])c1	-0.1	-3.8	0.2	1.5	-5.5	0.0	9.7	9.5	2.5
Cc1ccccc1CC(=O)NC1CCN(C)CC1	-3.5	-0.1	7.3	0.5	-2.5	-0.7	5.7	11.4	-6.8
CC1CCCN(c2ccc(N)cc2C(N)=O)C1 (centres undefined)	12.9	-3.1	-5.4	0.8	1.9	-1.3	2.7	-5.0	6.9
CCCOc1ccc(-c2c(C(=O)N/N=C/c3ccccc3)nnn2-c2nonc2N)cc1	-0.9	3.0	1.2	14.0	-9.0	0.5	11.9	-0.1	-13.4
COc1ccc(NC(=O)CN(C)CC(=O)N2CC(=O)Nc3ccccc32)cc1	6.8	0.5	-8.3	0.5	2.4	-0.8	7.0	10.2	-8.7
Cc1cc(NC(=O)CSc2[nH]c(=O)cc(C(F)(F)F)c2C#N)no1	19.8	3.3	-8.7	-1.0	13.1	0.8	8.2	-3.5	6.1
O=C(O)CCN1CCc2ccccc21	6.0	2.5	-4.4	0.1	4.6	-0.2	2.3	3.6	-1.0
C=C1C[C@@H]2C[C@@H]2CN(S(=O)(=O)c2ccc(C)cc2)[C@@H]1c1ccco1	.	0.2	.	-1.1	10.0	.	2.4	-4.1	-6.9
COc1ccc(Cc2nnc(SCC(=O)c3ccc(OC)cc3)o2)cc1	0.7	3.2	-0.5	11.6	-1.9	-0.4	-2.1	-1.9	-5.2
COc1cc(OC)nc(Nc2nc(C(N)Cc3ccc(F)cc3)cs2)n1 (centres undefined)	-5.2	4.4	12.6	11.8	-0.3	.	9.4	3.8	0.9
COc1ccccc1C(=O)Nc1cc(Cl)ccc1O	3.3	-0.4	0.6	7.0	9.6	-1.5	0.9	18.1	-3.3
CC1(C)CC(CC(=O)NC(=S)Nc2ccc([N+](=O)[O-])cc2)C(=O)O1 (centres undefined)	-0.4	-5.6	-18.9	0.4	-0.6	4.0	-2.0	5.8	3.7
CCOc1ccc(NC(=O)N(CC(C)C)CC(C)C)cc1	2.0	-3.8	-2.6	-0.8	-1.7	-0.5	5.2	5.5	1.0
Nc1cc2c(cc1Cl)N(Cc1ccccc1)C(=O)CO2	12.5	0.2	-13.2	1.2	7.2	-0.2	2.0	2.9	1.3
Cc1cc(C)cc(NC(=O)CSc2nnc(-c3ccncc3)o2)c1	-2.1	1.2	10.1	-0.7	-5.2	-1.4	2.0	4.4	-4.6
COc1ccccc1NC(=O)Cc1noc(CSc2nnc(C)n2C)n1	13.6	-3.4	-20.5	1.1	-2.0	-1.0	-9.3	-1.3	-8.0
COCC(=O)N(Cc1cc2cc(OC)ccc2[nH]c1=O)c1ccccc1	9.4	1.2	-15.7	1.6	0.6	-2.7	-3.1	-1.6	-1.1
Clc1ccc(SCc2csc(N3CCOCC3)n2)cc1	9.6	-3.8	-20.5	0.3	7.5	-1.7	12.8	-1.5	-0.6
Clc1ccc(OCCn2ccnc2)c(Cl)c1	-12.4	-7.2	15.7	-0.1	0.1	-2.5	-0.6	-5.3	-2.6
CC(C)(C)N/N=C1\CC(c2ccccc2)Oc2ccccc21 (centres undefined)	9.1	-0.2	-11.2	-0.7	-1.8	-1.1	-16.0	-6.8	8.4
O=[N+]([O-])c1ccc(CSc2nnc(Cc3ccccc3)n2-c2ccc(F)cc2)cc1	-1.4	-3.9	-5.9	0.3	-3.0	-1.6	-1.8	-10.0	1.8
COc1ccc(S(=O)(=O)N2CCCc3ccccc32)cc1OC	4.5	-2.3	-4.5	0.7	8.1	-2.2	-3.8	-3.6	8.1
NS(=O)(=O)c1ccc(NC(=O)CSc2nnc(Cc3cccs3)n2-c2ccccc2)cc1	0.8	-2.4	-2.1	0.1	-7.9	0.4	-0.1	4.8	-3.1
NC(=O)CCN1CCCCC1	6.6	2.2	-0.4	1.8	0.2	-0.3	2.3	-2.8	5.2
Cc1ccc(C(=O)N2CCN(CCNC(=O)C(=O)NC(C)C)CC2)cc1	9.6	0.8	-6.8	-0.7	-4.0	0.7	8.9	8.0	-5.1
CCCN1CNC(=S)N(c2cccc(C)c2)C1	7.4	0.5	-6.4	6.8	0.0	1.6	15.4	5.8	-9.1
C/C(=N\OCc1ccc(C#N)cc1)c1ccc(S(=O)(=O)N(C)C)cc1	-18.2	0.6	28.1	19.0	-12.9	-0.9	27.5*	12.6	-17.9
C=CCn1c(=O)/c(=C/c2ccc(O)cc2)s/c1=C(/C#N)c1nnc2n1CCCCC2	-1.4	1.7	-0.4	3.0	3.5	40.6	7.2	-0.3	-2.9
CCn1c(SCC(=O)N2CCCc3ccccc32)nnc1-c1cccs1	7.1	1.5	-8.5	2.5	2.0	-0.2	4.3	1.9	-4.7
O=C(CN1CCC(n2nnc3cc(F)ccc32)CC1)Nc1ccc2c(c1)CCC2	1.1	-5.0	-6.4	2.1	-1.3	-2.5	-3.5	5.4	-12.1
O=C(NCc1ccccc1)C(c1ccncc1)N(C(=O)c1csnn1)c1ccccc1F (centres undefined)	8.2	-0.5	-13.8	-0.3	1.9	3.7	1.5	-7.4	4.9
Cc1ccc(C)c(NC(=O)CCC(=O)N/N=C/c2cccnc2)c1	1.6	-2.4	-3.2	1.7	-3.8	0.6	3.0	6.0	-0.6
CCOC(=O)c1ccc(NC(=S)NN)cc1	9.2	-5.5	-17.9	0.6	20.4*	-4.5	-14.0	-12.0	10.8
Cn1c(=O)[nH]c(=O)c2c1nc(N1CCN(C(=O)c3ccco3)CC1)n2CCCSc1ncccn1	11.6	-0.9	-18.4	1.2	2.2	-1.2	1.6	3.6	10.5
Cc1ccc(-c2nnc(/C=C/c3ccccc3)o2)cc1	3.7	-2.8	-2.0	-0.3	4.8	-2.6	-1.5	2.7	0.8
COc1ccc(/C=C(\NC(=O)c2ccc(Cl)cc2)C(=O)NCCCn2ccnc2)cc1OC	2.3	-4.1	-5.0	1.5	12.1	0.6	-1.2	-17.5	2.1
Cc1ccc(SCC(=O)Nc2cccc(C)c2)cc1	10.6	-3.4	-13.1	0.3	1.2	1.6	-3.2	-3.1	9.8

Random excerpt: three records from the list
SMILES	CHRM1 PAM	CHRM5 agonist	CHRM1 antagonist	M4 ag	CHRM4 PAM	CRFR2-BP ag	CHRM5 antagonist	M4 antag	M5 PAM
CCn1c(SCC(=O)N2CCCc3ccccc32)nnc1-c1cccs1	7.1	1.5	-8.5	2.5	2.0	-0.2	4.3	1.9	-4.7
CCC(=O)Nc1nc(-c2ccc3c(c2)CC(C)N3S(C)(=O)=O)cs1 (centres undefined)	-1.1	2.0	-2.1	10.9	-6.8	-1.4	-4.9	1.4	-9.7
COc1ccc(S(=O)(=O)N(CC(=O)NCc2ccco2)c2ccc(C)cc2)cc1OC	12.9	-3.0	-7.4	1.7	-0.7	0.4	5.9	-14.1	4.0
